# Source: PubChem BioAssay (National Center for Advancing Translational Sciences (NCATS))
# aSyn rescue: alpha-synuclein toxicity inhibition in yeast | Yeast expressing alpha-synuclein, growth rescue, BacTiter-Glo, 24 h | AID 652106 | Potency, µM (titrated, usually from 46.1 µM), for the others: at the highest dose growth rescue (activation), most hits filed as activators | actives 0.14% (n = 370,000); note: potency is the fitted concentration of half-maximal effect; % of control where 0% means no effect; nearly all actives have a fitted effect of over 65% in size
#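 Galactose-induced alpha-syn yeast (OD600=0.02, raffinose-pregrown) + pinned cpd, 24 hr, 30 deg C; growth by BacTiter-Glo luminescence. Growth restoration scores as activation.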
# KB-V1 cytotox: KB-V1 MDR subline cytotoxicity | KB-V1 MDR cells viability, CellTiter-Glo, 72 h | Potency, µM (series often up to 46.1 µM), for inactives: top-dose activity change, negative = cytotoxicity, usual class: cytotoxic | actives 3.4% (n = 400,000) | AID 1347076; note: potency is the fitted concentration of half-maximal effect; % is set by controls: 0 for no effect and ±100 for the full control effect; nearly all actives have a fitted effect of over 60% in size
#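 KB-V1, DMEM (no phenol red) + 10% FBS; cpd pin-transferred, titration series; 72 h, 37 degrees C; CellTiter-Glo, luminescence. Data normalized, curve-fit.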
# GLP1R ag: GLP-1 receptor (human) agonism. P43220. HEK293 GLP-1R CRE-luciferase, luminescence, 4-6 h; cells express a hypersensitive GLP-1R form. Potency, µM (highest dose often 45.6 µM), for the others: at the highest dose activation, most hits filed as activators. actives 0.007% (n = 380,000). AID 624172; note: potency is the fitted concentration of half-maximal effect; % of control where 0% means no effect
# Target sequence (P43220 whole entry, looked up): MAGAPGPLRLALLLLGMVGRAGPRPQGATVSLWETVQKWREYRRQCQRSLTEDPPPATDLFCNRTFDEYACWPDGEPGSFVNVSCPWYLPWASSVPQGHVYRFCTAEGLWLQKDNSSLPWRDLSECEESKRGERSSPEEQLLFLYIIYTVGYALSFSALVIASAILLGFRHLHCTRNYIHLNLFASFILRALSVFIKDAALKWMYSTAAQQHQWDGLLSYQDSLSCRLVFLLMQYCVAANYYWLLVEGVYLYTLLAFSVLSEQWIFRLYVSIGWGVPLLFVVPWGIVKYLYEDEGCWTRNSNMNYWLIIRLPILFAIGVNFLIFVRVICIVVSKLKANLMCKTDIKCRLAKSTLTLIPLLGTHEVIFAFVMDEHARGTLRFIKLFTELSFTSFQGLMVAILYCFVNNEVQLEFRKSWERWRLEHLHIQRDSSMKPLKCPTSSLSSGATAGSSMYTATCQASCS
# PTHR1 agonist: agonists of human PTHR1 parathyroid hormone receptor | Q03431 | HEK293 GP2 PTHR1 cells, GloSensor cAMP luminescence, 1 h | Potency, µM (doses to about 115 µM), without a hit: at the highest dose activation, most hits filed as activators | actives 0.075% (n = 410,000); note: potency is the fitted concentration of half-maximal effect; nearly all actives have a fitted effect of over 55% in size; some results filed as inactive show a strong effect at the top dose; inactives centre near -15; many of its hits are not listed in these tables
# Target sequence (Q03431 whole entry, looked up): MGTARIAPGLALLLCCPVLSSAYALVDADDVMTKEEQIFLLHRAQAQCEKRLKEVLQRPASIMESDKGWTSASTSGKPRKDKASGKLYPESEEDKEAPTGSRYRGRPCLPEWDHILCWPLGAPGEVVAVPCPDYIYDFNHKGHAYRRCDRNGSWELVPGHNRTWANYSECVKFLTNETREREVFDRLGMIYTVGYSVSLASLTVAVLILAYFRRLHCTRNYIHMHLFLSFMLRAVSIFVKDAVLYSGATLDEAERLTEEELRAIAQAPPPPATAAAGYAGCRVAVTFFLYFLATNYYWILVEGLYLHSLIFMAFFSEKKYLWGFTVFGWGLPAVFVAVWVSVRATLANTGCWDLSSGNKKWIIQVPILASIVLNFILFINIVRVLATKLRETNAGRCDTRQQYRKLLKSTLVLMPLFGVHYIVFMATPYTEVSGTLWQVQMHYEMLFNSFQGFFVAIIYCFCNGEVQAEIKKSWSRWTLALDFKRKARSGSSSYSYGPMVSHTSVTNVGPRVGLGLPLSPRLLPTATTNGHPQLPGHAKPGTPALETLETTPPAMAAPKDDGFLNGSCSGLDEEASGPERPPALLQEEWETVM
#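 HEK-293-derived GP2 cells expressing PTHR1 and a GloSensor cAMP reporter, 3,000/well, plated overnight, given luciferin plus IBMX (each 0.5 mM as added) for 1 h at 37 °C, then compound for 1 h at 37 °C. Luminescence was read after 15 min at room temperature.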
# GLP1R cytotox: cytotoxicity in counter-screen for GLP-1R inverse agonists | HEK293 cAMP-luciferase reporter cells, luminescence, 24 h | Potency, µM (titrated, usually from 38.3 µM), for the others: at the highest dose activity change, negative = inhibition, actives largely listed as inhibitors | actives 0.13% (n = 410,000) | AID 624418;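 note: loss of luciferase light is scored as toxicity; potency is the fitted concentration of half-maximal effect; % is set by controls: 0 for no effect and ±100 for the full control effect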
#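 To flag toxic compounds, the library was rerun on cells for 24 hr at 37 deg C and 5% CO2. Viability-linked luminescence was captured 12 min after adding luciferase detection reagent.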
# TDP-43 yeast inh: rescues yeast growth from TDP-43 toxicity; Potency, µM (series often up to 46.1 µM), for the others: at the top dose growth rescue (activation), hits mostly activators; actives 1.8% (n = 410,000); TDP-43 expressing yeast growth rescue, BacTiter-Glo, 24 h; AID 652104; note: potency is the fitted concentration of half-maximal effect; % of control where 0% means no effect; nearly all actives have a fitted effect of over 50% in size
#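 In this qHTS, compounds that restore growth of yeast expressing TDP-43 appear as activators. Cells (OD600=0.02, galactose medium, raffinose-pregrown) are incubated with compound 24 hr at 30 deg C and growth is quantified by BacTiter-Glo.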
# DRD3 antagonist: D3 dopamine receptor (human) antagonism | P35462 | actives 2.5% (n = 360,000) | AID 652054 | max response, negative = inhibition, % | D3R cells, DiscoveRx beta-arrestin luminescence, antagonist mode; active compounds read low; in the data active = max response below about -50%; inconclusive = no clear call, values can overlap the other calls; note: % is set by controls: 0 for no effect and ±100 for the full control effect; mostly tested at two doses, the higher about 12 µM
#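 Cells plated overnight at 1500 cells/well, then exposed to library compounds with dopamine controls for 90 minutes at 37 degrees C. DiscoveRx reagent added for 30–60 minutes at room temperature; luminescence read, quantitative HTS format.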
# DRD3 agonist: agonists of human D3 dopamine receptor; max activation, %; AID 652048; actives 0.58% (n = 410,000); D3R DiscoveRx beta-arrestin cells, luminescence, 90 min; P35462; in the data active = max activation above about 30%; note: 0% is about no effect; mostly tested at two doses, the higher about 12 µM
#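 Cells at 1500/well, incubated overnight, then treated with pinned compounds (dopamine as control) for 90 min at 37 degrees C. DiscoveRx reagent added for 30 - 60 minutes at room temperature; luminescence read.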
# GLP-1R inv ag: GLP-1 receptor (human) inverse agonism; actives 1.6% (n = 410,000); HEK293 GLP-1R CRE-luciferase, luminescence, 24 h; GLP-1R form is constitutively active; AID 624417; Potency, µM (titrated, usually from 38.3 µM), for inactives: at the highest dose activity change, negative = inhibition, most hits filed as inhibitors; P43220; note: potency is the fitted concentration of half-maximal effect; % is set by controls: 0 for no effect and ±100 for the full control effect; nearly all actives have a fitted effect of over 55% in size
#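 Inverse agonists were sought by their lowering of basal cAMP reporter luciferase output in HEK293 cells stably carrying constitutively active human GLP-1R, after 24 h compound treatment.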
# * hit, by the source's call; i = inactive; u = inconclusive; x = no result given; & = joins results of further samples; [ ] = another dose, or the depositor's remark. Unless noted, calls come from the whole dose curve; as a rule, active = well fitted curve in the direction sought with a large enough effect; inconclusive = small, poorly fitted or top-dose-only effect, or another doubt; inactive = no such curve, though single readings can be large; an effect the other way counts as inactive or inconclusive. This is a subset; count on the stated rates, not on these rows.
entry	Structure	aSyn rescue	KB-V1 cytotox	GLP1R ag	PTHR1 agonist	GLP1R cytotox	TDP-43 yeast inh	DRD3 antagonist	DRD3 agonist	GLP-1R inv ag
1	COC(=O)[C@@H]1C[C@@]2(O)[C@H](O)[C@H](O)[C@H](O)C[C@H]2N1Cc1ccccc1OS(=O)(=O)c1ccc(C)cc1	1%	-31%	-4%	26%	2%	-12%	-24	-23	17%
2	CCOc1ccc2c(c1)S/C(=C\c1cccs1)C(=O)N2	8%	18%	15%	14%	11%	-5%	17	-10	57%[activator]
3	Cc1ccc(OCc2nc(-c3ccc(C(=O)N4CCN(c5ccccc5F)CC4)cc3)oc2C)cc1	x	-2%	x	i	-10%	6%	x	9	9%
4	CCOc1cc(/C=N/n2cnnc2)cc(Br)c1O	7%	-2%	-8%	i	-4%	20%	5	3	13%
5	CCOc1ccccc1NC(=S)NCC1CCCO1 (stereo unspecified)	-2%	-5%	-5%	i	9%[1.53 µM]	12%	-1	3	2%
6	Cc1ccc(CCNC(=O)c2ccc3c(c2)N(Cc2ccccc2)C(=O)c2ccccc2S3=O)cc1 (stereo unspecified)	x	-12%	0%	-33%[inhibitor]	0%	-2%	x	-8	11%
7	Cc1cccc(C)c1-n1nnnc1C(c1cc2ccccc2o1)N1CCN(C/C=C/c2ccccc2)CC1 (stereo unspecified)	-12%	-19%	5%	i	1%	22%	-74*	-18	u
8	C[C@@H]1CN([C@H](C)CO)C(=O)CCCn2nncc2CO[C@@H]1CN(C)C(=O)c1ccccc1	-4%	0%	19%	-33%	7%	13%	16	2	4%
9	Cc1ccc2c(c1)N(CCC(=O)NCCCOC(C)C)C(=O)C(C)O2 (stereo unspecified)	-6%	0%	-7%	-5%[57.5 µM]	-9%	-2%	-2	-2	-1%
10	O=C(NCCc1ccccc1)c1noc2c1CCc1ccccc1-2	0%	0%	-8%	-6%[57.5 µM]	-9%	-7%	-5	9	-6%
11	COc1ccc(S(=O)(=O)N2CCCCCC2)cc1C(=O)NCc1ccccc1Cl	5%	u	2%	-19%	9%	-10%	-15	-22	9%
12	Cc1cc(-c2ccc(C)c(S(=O)(=O)NCC3CCN(Cc4ccccc4F)CC3)c2)on1	0%	0%&11%	6%	-7%	-15%&-14%	-7%&-13%	-12	-10&-18	u
13	CCn1c(O)c(/C=C2\C=NN=C2c2ccccc2)sc1=S	4%	-6%	2%	-11%	-46%	22%	24	8	-9%
14	O=C(CSc1nnc2ccccn12)NC(=O)c1ccccc1Cl	-5%	-9%	-3%	u	14%	0%	-15	7	6%
15	CC(C)CNC(=O)NC(=O)COc1ncnc2sccc12	2%	-21%	36%	-8%[57.5 µM]	6%	-16%	-12	9	2%
16	CC(=O)Nc1ccc(N=NN2CCOCC2)cc1	-15%	u	0%	-7%	-8%	29%	4	2	11%
17	CC(=O)c1ccc(NC(=O)CCCCCn2nnc3ccccc3c2=O)cc1	9%	-1%	4%	i	1%	0%	14	2	16%
18	O=C(NCc1nnc(SCC(=O)N2CCC(Cc3ccccc3)CC2)o1)c1ccco1	5%	u	-2%	-14%	-2%[7.66 µM]	-15%	-56*	-13	15%[7.66 µM]
19	NNC(=O)c1sccc1OCc1ccc(Cl)cc1	-2%	3%	10%	-3%	10%	-4%	-5	4	6%
20	Cc1c(NC(=O)c2ccco2)c(=O)n(-c2ccccc2)n1C	0%	1%	-2%	i	-2%	1%	-12	-2	-10%
21	N#CC1=C(N)Oc2cc(O)ccc2C1c1ccccc1 (stereo unspecified)	-6%	18µM*	-2%	i	49%[activator]	0%	-9	-15	u
22	CCOc1ccc(C2C3=C(CCCC3=O)Nc3nc(C(F)(F)F)nn32)cc1OC (stereo unspecified)	1%	5%	0%	-25%[57.5 µM]	-15%	8%	-17	-1	3%
23	CCOc1cc(C(=O)OCc2cc(=O)n3nc(C4CC4)sc3n2)cc(OCC)c1OCC	x	1%	x	i	-28%	23%	x	4	15%
24	COC[C@H]1CCCN1[C@@H]1CS(=O)(=O)N[C@H]1COCc1ccccc1	0%	-4%	11%	-16%	-1%	15%	-9	-4	12%
25	COc1ccccc1OCc1nnc(-c2ccccc2)o1	x	x	x	i	1%	23%	x	8	10%
26	CCN1C(=O)/C(=C2/Sc3ccccc3N2CCCS(=O)(=O)O)SC1=S	4%&2%	-4%&0%	11%&0%	-36%[inhibitor]	u	2%&-21%	3&-25	2&-10	-2%&17%
27	Cc1cccc(Nc2ccc([N+](=O)[O-])cn2)c1	18%	4%	13%	-29%	-9%	u	u	-3	-10%
28	Cc1c(NC(=O)C2CC=CCC2C(=O)O)c(=O)n(-c2ccccc2)n1C (stereo unspecified)	4%	15%	-9%	i	3%	-4%	18	5	3%
29	O=C(CSc1nc(-c2ccccc2)nc2ccc(F)cc12)Nc1ccc(C(=O)O)cc1	10%	26%	-1%	-1%	-6%	x	0	5	23%
30	O=C(NCc1cccc(Cl)c1)c1ccc2nc[nH]c2c1	-11%	-11%	1%	-9%	-8%	-12%	6	-4	4%
31	CC(=O)c1ccc(NC(=O)CNc2cc(S(=O)(=O)N3CCOCC3)ccc2N2CCCC2)cc1	-4%	-24%	13%	-3%	15%	4%	4	-7	-3%
32	Brc1ccc(C2=CC(c3cccs3)n3ncnc3N2)cc1 (stereo unspecified)	9%	0%	-10%	-36%[inhibitor]	444%[activator]	u	u	-1	u
33	CCN1C(=O)C2(C(C(=O)c3ccc(C)o3)=C(O)C(=O)N2CCCN(C)C)c2ccccc21 (stereo unspecified)	6%	0%	-1%	14%	-12%	-11%	6	-6	-13%
34	CCN(CC)S(=O)(=O)c1ccc(C(C)NC(=O)C2CCCN2C(=O)c2cccs2)cc1 (stereo unspecified)	0%	-9%	-3%	-12%	-14%	12%	-9	0	11%
35	Cc1ccc(-n2c(=O)c3cccnc3n2CC(=O)Nc2ccc(Br)cc2)cc1C	x	0%	1%	-1%	-2%	2%	x	1	u
36	CCOc1ccc(N(CC(=O)OC)S(=O)(=O)c2c(C)noc2C)cc1	8%	-3%	9%	i	6%	4%	11	5	-21%
37	Cc1c(N(C)S(=O)(=O)c2ccc(Cl)c(C(=O)NCC3CCCO3)c2)c(=O)n(-c2ccccc2)n1C (stereo unspecified)	1%	-5%	3%	-76%[inhibitor]	-11%	3%	-11	-17	-8%
38	FC(F)(F)c1cnc(Oc2ccccc2-c2nnc(-c3ccc(Cl)cc3)o2)c(Cl)c1	10%	-14%	1%	i	21%	2%	-9	0	-9%
39	c1ccc(CSc2nncn2-c2ccccn2)cc1	11%	1%	5%	-3%[57.5 µM]	u	8%	3	0	0%
40	CC(C)c1ccc(C2CC(=O)N3CN(C)CSC3=C2C#N)cc1 (stereo unspecified)	11%	22%	-7%	i	3%	9%	13	4	17%
41	CCOc1ccc(OCC)c(NC(=O)c2ccc(CNc3c(N4CCOCC4)c(=O)c3=O)cc2)c1	-3%	2%	20%	i	10%	4%	0	-6	-11%
42	COc1ccccc1C(=O)N1CCN(Cc2nc(CC3CC3)no2)CC1	6%	-2%	4%	i	0%	-13%[0.397 µM]	0	3	3%
43	CCOC(=O)NC(=S)Nc1c(C)n(C)n(-c2ccccc2)c1=O	1%	-3%	1%	i	-3%	u	12	-1	7%
44	COC(=O)[C@]12CCCCC=C1N(Cc1ccc3c(c1)OCO3)C(=O)[C@H](CC(=O)N1CCOCC1)C2	0%	-25%	x	-9%	-31%	19%	6	3	-71%
45	Cc1cccc(NC(=O)CN2C(=O)N/C(=C\c3cccn3-c3cccc(C(=O)O)c3)C2=O)c1	4%	-3%	1%	i	-9%	1%	7	1	10%
46	Cc1cccc(C(=O)NNS(=O)(=O)c2ccc(F)cc2)c1O	0%	-6%	8%	-32%[inhibitor]	3%	-3%	14	3	-2%
47	CCOc1ccc(-n2cc(C(=O)NCCOC)c3cc(OC)c(OC)cc3c2=O)cc1	6%	12%	10%	i	18%	-7%	2	6	36%
48	Cc1cc(OCC(=O)Nc2ccncc2)cc(C)c1Br	11%	u	-4%	-7%[57.5 µM]	-23%	1%	0	6	1%
49	CC1=C(C(=O)OC(C)C)[C@@H](c2ccc(C)o2)NC(=O)N1	-10%	-16%	0%	-4%	12%	-7%	-6	3	-5%
50	O=C(Nc1cccc(Cl)c1)C1CCCN(S(=O)(=O)c2ccc(F)cc2)C1 (stereo unspecified)	0%	6.5µM*	-5%	i	-7%	4%	12	-14	-18%
51	Cc1c(C(=O)Nc2ccccc2)sc2nc3n(c(=O)c12)CCCCC3	-7%	0%	-1%	i	1%	11%	-5	1	-33%
52	CCOC(=O)c1ccc(NC(=S)NC(=O)c2nn(CC)cc2Br)cc1	0%	-22%	-2%	i	2%	1%	-1	9	11%
53	O=C(C1CCCN(S(=O)(=O)c2cccs2)C1)N1CCN(c2ccccc2F)CC1 (stereo unspecified)	x	0%	-1%	-30%[inhibitor]	2%	22%	x	-3	-15%
54	CCN(CC)C(=O)Cn1ncc2c([nH]c3ccc(C)cc32)c1=O	x	10%	x	i	2%	15%	x	6	6%
55	O=C(NCCc1ccccc1)c1oc2ccccc2c1COc1ccccc1	u	u	12%	-6%	16%	15%	-6	-21	3.2µM*

# Retrieved by compound from the entries so far:
entry	Structure	aSyn rescue	KB-V1 cytotox	GLP1R ag	PTHR1 agonist	GLP1R cytotox	TDP-43 yeast inh	DRD3 antagonist	DRD3 agonist	GLP-1R inv ag
52	CCOC(=O)c1ccc(NC(=S)NC(=O)c2nn(CC)cc2Br)cc1	0%	-22%	-2%	i	2%	1%	-1	9	11%
55	O=C(NCCc1ccccc1)c1oc2ccccc2c1COc1ccccc1	u	u	12%	-6%	16%	15%	-6	-21	3.2µM*
